# JMJD2A Tudor inh: inhibitors of human JMJD2A Tudor domain; O75164; AlphaScreen JMJD2A-Tudor / H3K4me3 peptide binding; Potency, µM (series often up to 114 µM), inactives show at the top dose activity change, negative = inhibition, usual class: inhibitors; 390,000 compounds, 4.4% hits; AID 504339; further: potency means the concentration at half of the fitted maximal effect; on the % scale 0 is the no-effect control and ±100 the full control effect; nearly all actives have a fitted effect of over 50% in size
# Target sequence (O75164 whole entry, looked up, the tested form may be a part): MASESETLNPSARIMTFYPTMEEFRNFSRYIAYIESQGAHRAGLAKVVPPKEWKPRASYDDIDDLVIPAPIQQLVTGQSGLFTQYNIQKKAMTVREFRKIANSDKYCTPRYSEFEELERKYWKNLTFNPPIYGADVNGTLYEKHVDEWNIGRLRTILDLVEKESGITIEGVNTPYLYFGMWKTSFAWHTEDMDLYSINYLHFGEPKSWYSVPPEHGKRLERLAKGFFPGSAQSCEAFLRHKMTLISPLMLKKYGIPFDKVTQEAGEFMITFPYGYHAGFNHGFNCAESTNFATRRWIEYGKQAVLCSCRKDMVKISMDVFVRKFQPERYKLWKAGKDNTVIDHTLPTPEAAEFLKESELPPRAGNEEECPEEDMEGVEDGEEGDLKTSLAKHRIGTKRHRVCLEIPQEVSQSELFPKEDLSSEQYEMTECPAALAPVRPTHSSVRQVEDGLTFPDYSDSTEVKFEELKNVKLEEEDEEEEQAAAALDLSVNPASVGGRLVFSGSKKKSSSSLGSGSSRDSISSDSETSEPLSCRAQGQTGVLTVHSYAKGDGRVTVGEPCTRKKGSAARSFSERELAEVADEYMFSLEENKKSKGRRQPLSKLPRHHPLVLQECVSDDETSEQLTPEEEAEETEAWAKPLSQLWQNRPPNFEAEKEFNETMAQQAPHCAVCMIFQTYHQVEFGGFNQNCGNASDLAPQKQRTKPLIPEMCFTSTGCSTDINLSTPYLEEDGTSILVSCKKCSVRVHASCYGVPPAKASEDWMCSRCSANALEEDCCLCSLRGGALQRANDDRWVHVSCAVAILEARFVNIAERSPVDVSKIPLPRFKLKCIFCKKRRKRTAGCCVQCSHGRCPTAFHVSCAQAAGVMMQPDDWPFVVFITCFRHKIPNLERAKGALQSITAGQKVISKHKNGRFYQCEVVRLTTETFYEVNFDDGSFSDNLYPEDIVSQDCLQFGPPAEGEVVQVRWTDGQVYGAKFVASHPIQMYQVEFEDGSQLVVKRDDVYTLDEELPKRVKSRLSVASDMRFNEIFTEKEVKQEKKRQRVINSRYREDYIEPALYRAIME
# G9a inh: G9a (human) methyltransferase inhibition. Q96KQ7. G9a H3K9 monomethylation, AlphaScreen, 2 h. Potency, µM (series often up to 102 µM), inactives show top-dose activity, negative = inhibition, usual class: inhibitors. 350,000 compounds, 8.8% hits; further: potency means the concentration at half of the fitted maximal effect; on the % scale 0 is the no-effect control and ±100 the full control effect; nearly all actives have a fitted effect of over 75% in size
#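 Methyltransferase reactions run at room temperature for 2 h (20 nM enzyme, 500 nM biotin-H3K9 peptide, 20 uM SAM) after a 15 min compound preincubation; product detected by AlphaScreen beads and anti-H3K9me1 antibody.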
# BAZ2B block: BAZ2B (human) inhibition; Potency, µM (series often up to 114 µM), for inactives: at the highest dose activity change, negative = inhibition, actives largely listed as inhibitors; AID 504333; 360,000 compounds, 4.4% hits; AlphaScreen BAZ2B-H3K14Ac peptide displacement; further: potency means the concentration at half of the fitted maximal effect; on the % scale 0 is the no-effect control and ±100 the full control effect; nearly all actives have a fitted effect of over 60% in size
#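 Compounds, titrated to a top concentration of 110 uM, were incubated 30 min at room temperature with preformed BAZ2B/acetyl-K14 H3 peptide complex (50 nM each). Proximity signal was measured by AlphaScreen after 20 min with beads.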
# GLS inhibitor: glutaminase GLS (human) inhibition. O94925. GLS enzymatic activity, qHTS titration. Potency, µM (top dose mostly 45.5 µM), without a hit: at the highest dose activity change, negative = inhibition, actives largely listed as inhibitors. 410,000 compounds, 0.21% hits. AID 624170; further: potency means the concentration at half of the fitted maximal effect; on the % scale 0 is the no-effect control and ±100 the full control effect
#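 Glutamate formation by hKGA was monitored fluorometrically using coupled glutamate oxidase, HRP and Amplex Red. Substrate was added as 1 mM L-glutamine solution; incubation was 30 min at RT after an initial read.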
# Pin1 inh: blocks the human prolyl isomerase Pin1; 390,000 compounds, 0.009% hits; Pin1 FP peptide displacement, HiFluor488, 10 min; Potency, µM (series often up to 115 µM), for the others: at the highest dose activity, negative = inhibition, usual class: inhibitors; AID 504891; Q13526; active means well fitted inhibition curve with a large enough effect in the polarisation, with a control signal flat, not every such curve was filed as active; inconclusive means small, poorly fitted or top-dose-only effect, or effect the other way, or a change in a side signal; inactive means no such curve, though single readings can be large or run the other way; the % refers to the polarisation; further: potency means the concentration at half of the fitted maximal effect; on the % scale 0 is the no-effect control and ±100 the full control effect
# POLH inh: inhibitors of human DNA polymerase eta. AID 588591. recombinant Pol eta, fluorescent DNA replication assay. Q9Y253. 390,000 compounds, 1.2% hits. Potency, µM (highest dose often 114 µM), inactives show top-dose activity change, negative = inhibition, most hits filed as inhibitors; further: potency means the concentration at half of the fitted maximal effect; on the % scale 0 is the no-effect control and ±100 the full control effect
#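 Fluorescent replication assay: 50 nM final substrate added after a 15 min room-temperature compound preincubation with 10 nM enzyme. Signal taken at 0 min and again at 10 min.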
# HP1b chromo inh: inhibitors of HP1-beta chromodomain binding to methylated histone tails; AlphaScreen HP1-beta / biotin-H3K9me3 peptide binding; Potency, µM (doses to about 114 µM), inactives show at the highest dose activity change, negative = inhibition, hits mostly inhibitors; 390,000 compounds, 0.56% hits; AID 540317; further: potency means the concentration at half of the fitted maximal effect; nearly all actives have a fitted effect of over 70% in size; inactives centre near 23
#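 AlphaScreen: HP1-beta (50 nM) preformed 30 min with biotin-H3(1-18)K9me3 peptide (50 nM) in PBS pH 7.4, 0.01% Tween-20. Compound added for 30 min at RT, then streptavidin donor/nickel chelate acceptor beads (10 ug/mL) for 30 min.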
# PI4K2A inh: inhibitors of human PI4K2A. Q9BTU6. AID 1346378. 420,000 compounds, 0.13% hits. activity change, negative = inhibition, % at 76.9 µM. purified PI4K2A, ADP-Glo luminescence, 1 h; active compounds read low; in the data active means activity change below about -50%; inconclusive means mostly about -30% to -49%;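 further: -100% = wells without enzyme as full effect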
#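 PI4K2A activity was measured by ADP-Glo luminescence: enzyme (4 ug/mL stock) and phosphatidylinositol (1.2 mM stock) in Tris pH 7.5/MgCl2/EGTA/Triton X-100 buffer were reacted with ATP (300 microM stock) for one hour at ambient temperature.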
# PGK inhibitor: blocks T. brucei phosphoglycerate kinase | P07378 | PGK/GAPDH coupled, Kinase-Glo luminescence, 60 min | Potency, µM (series often up to 57.5 µM), without a hit: top-dose activity change, negative = inhibition, usual class: inhibitors | 380,000 compounds, 0.043% hits; further: potency means the concentration at half of the fitted maximal effect; on the % scale 0 is the no-effect control and ±100 the full control effect; nearly all actives have a fitted effect of over 60% in size
#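 Luminescent ATP detection (Kinase-Glo Plus) follows a 60-minute room-temperature incubation, with wells lacking PGK as controls. Buffer: 100 mM TEA (pH 7.6), 5 mM MgCl2, 0.01% Tween-20. Coupling enzyme GAPDH (100 nM final) supplies unstable 1,3-BPG in-well.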
# An asterisk follows results filed as active; i = inactive; ? = inconclusive; / = no result given; [ ] = remark or other dose. Unless noted, the call rests on the fitted dose curve; in most records, active means well fitted curve in the direction sought with a large enough effect; inconclusive means small, poorly fitted or top-dose-only effect, or another doubt; inactive means no such curve, though single readings can be large; an effect the other way counts as inactive or inconclusive. A portion of the library; rates above refer to the full screens.
Structure	JMJD2A Tudor inh	G9a inh	BAZ2B block	GLS inhibitor	Pin1 inh	POLH inh	HP1b chromo inh	PI4K2A inh	PGK inhibitor
Cc1ccc(C)n1-c1ccc(N2CCOCC2)c(Br)c1	-23%	-71%	-35%	4%	1%	?	-20%	5	-5%
CCOC(=O)CC1(NC(=O)c2cc(COc3cncc(Cl)c3)on2)CCCCC1	10%	1%	-2%	-2%	1%	-17%	65%[activator]	-3	-5%
CCCc1cc(=O)oc2cc(C)c3c(-c4ccccc4)coc3c12	17%	-32%[59 µM]	-38%	1%	2%	-4%	3%	-1	i
CCCCNC(=O)COC(=O)CCC(=O)c1ccc(Cl)cc1	-4%	10%	2%	1%	-1%	-7%	-22%	3	-1%
CSc1cccc(NC(=O)CCCOc2ccc(Cl)cc2C)c1	44%[activator]	0%	38%	-1%	7%	-15%	97%[activator]	1	-5%
Cc1onc(-c2c(Cl)cccc2Cl)c1C(=O)Nc1ccc2c(c1)OCCO2	-13%	-5%	-22%	7%	0%	-3%	24%	6	-10%
Cc1ccc(-c2nnc(SCC(=O)N/N=C/c3c(C)nn(-c4ccccc4)c3C)n2-c2ccc(C)cc2)cc1	?	-14%[59 µM]	-36%	2%	5%	-13%	?	-3	-16%
N#Cc1ccc(OCC(=O)NC2=NCCS2)cc1	6%	0%	-1%	-6%	0%	-14%	11%	0	3%
COc1cc(C(=O)N2CCNC(=O)C2CC(=O)Nc2ccc(C)c(C)c2)cc(OC)c1OC (centres undefined)	-4%	9%[59 µM]	-17%	1%	3%	-21%	42%[activator]	7	6%
O=C(C1CCN(S(=O)(=O)c2ccc(Br)s2)CC1)N1CCCCC1	-10%	1%	-1%	-6%	0%	-5%	9%	-3	-6%

# Just BAZ2B block and HP1b chromo inh, for two of the compounds above:
structure,BAZ2B block,HP1b chromo inh
CCCc1cc(=O)oc2cc(C)c3c(-c4ccccc4)coc3c12,-38%,3%
CCCCNC(=O)COC(=O)CCC(=O)c1ccc(Cl)cc1,2%,-22%

# The list continues:
Structure	JMJD2A Tudor inh	G9a inh	BAZ2B block	GLS inhibitor	Pin1 inh	POLH inh	HP1b chromo inh	PI4K2A inh	PGK inhibitor
CCOC(=O)NS(=O)(=O)c1ccc(CCNC(=O)c2cc(C)on2)cc1	-5%	-1%[59 µM]	10%	8%	-8%	-15%	34%	-4	-10%
Cc1cc(Cl)n2c(nc3cc(F)c(F)cc32)c1C#N	-4%	-38%	5%	-10%	33%[activator]	56µM*	60%[activator]	?	-1%
CC(OC(=O)CNC(=O)c1ccco1)C(=O)Nc1ccc(Cl)cn1 (centres undefined)	-6%	-32%	-3%	0%	-12%	-13%	25%	-4	-4%
c1ccc2nc3c(nc2c1)CCCC3	2%	21%	-4%	-11%	-9%	-24%	59%[activator]	0	/
CC(Oc1cccc(Cl)c1)C(=O)Nc1ccccc1C(=O)N1CCCCC1 (centres undefined)	-8%	6%	-37%	1%	3%	-5%	22%	-4	-2%
O=S1(=O)CCOC[C@H](CC2CCCCC2)N1Cc1ccccc1Br	19%	19%	-19%	-5%	0%	-26%	69%[activator]	1	0%
COC(=O)/C(C#N)=C/c1c(N2CCCCCC2)nc2c(C)cccn2c1=O	-33%	36%[activator]	23%	-6%	2%	-13%	-1%	5	i
CCc1c(C)sc2c1CCN(C(=O)Nc1ccccc1C(=O)OC)C2c1ccc(OC)cc1 (centres undefined)	-4%	2%[12.7 µM]	-21%	6%	-3%	-15%	24%	-1	-9%
CN1C(=O)NC(c2ccc([N+](=O)[O-])cc2)C2=C1CC(C)(C)CC2=O (centres undefined)	-11%	10%	-10%	-2%	-1%	-9%	21%	-16	-7%
CCN(CC)C(=O)CSc1nnc(-c2cccnc2)n1Cc1ccccc1	12%	1%	8%	-5%	1%	-18%	28%	3	-6%
Cc1cc(Oc2ccccc2)nc(-c2ccccc2O)n1	119%[activator]	128%[activator][59 µM]	74%[activator]	-5%	0%	3%	167%[activator]	-16	i
CC(=O)NC(Cc1ccccc1)C(=O)NC1CCN(C(=O)NC2CCCCC2)CC1 (centres undefined)	-20%	-4%	1%	8%	4%	-12%	26%	3	-4%
Cc1c(Cl)c([N+](=O)[O-])nn1CCCC(=O)Nc1c(C)n(C)n(-c2ccccc2)c1=O	-6%	-30%	1%	1%	-2%	-1%	30%[activator]	-3	i
CCN(CC)C(=O)CSc1nnc(-c2ccccn2)n1-c1ccc(C)c(C)c1	?	-7%[59 µM]	45µM*	4%	-1%	-11%	50%[activator]	-1	4%
CCN(CC(=O)NCc1cccs1)C(=O)/C=C/c1ccc(Cl)c(Cl)c1	-1%	-8%[2.33 µM]	7%	4%	-9%	-20%	30%	3	3%
CCN(CC)CCNC(=S)Nc1ccc(F)cc1	-7%	-39%	-34%	8%	4%	-5%	4%	3	4%
c1ccc(N=NC2=NN(c3ccccc3)CS2)cc1	/	/	/	-4%	/	-23%	/	-14	-14%
Cc1ccc(NC(=O)Nc2nc3c(s2)CCCCCC3)cc1C	-19%	-17%[59 µM]	-3%	-14%	-3%	2%	7%[57 µM]	4	-1%
Nc1nc2ccccc2n1C(=O)CCc1ccccc1	-9%[57.1 µM]	-46%[12.7 µM]	1%	-11%	-3%	-9%	68%[activator]	2	-1%
COC(=O)c1cc(=O)nc2sc3ccccc3n12	-7%	18%	10%	5%	-1%	-1%	35%	3	0%
Cc1cc(C(=O)C(=O)N(C)C)c(C)n1-c1ccc([N+](=O)[O-])cc1	-30%	-5%[12.7 µM]	-7%	0%	-1%	-8%	34%	-3	-2%
CC(=O)c1ccc(NC(=O)CN2C(=O)CN(C)C(=O)c3ccccc32)cc1	-11%	6%[59 µM]	4%	2%	-3%	-26%	34%	7	-1%
COc1ccccc1/C=C/C(C)=O	-6%	0%	6%	6%	-5%	-16%	9%	-2	-5%
COc1ccccc1N1CCN(C(CNC(=O)C(=O)NCCc2ccccc2)c2cccnc2)CC1 (centres undefined)	11µM*	5.6µM*	40µM*	10%	-10%	-18%	20µM*	1	-2%
CN(c1ccc(OCC(=O)OCC(=O)Nc2cccc([N+](=O)[O-])c2)cc1)S(=O)(=O)c1ccc(F)cc1	-28%	5%[59 µM]	?	5%	4%	-19%	17%	2	-8%
NS(=O)(=O)c1ccc(NC(=S)NNC(=O)CCC(=O)Nc2ccccc2Cl)cc1	11%	/	-10%	28%	-7%	-4%	30%	-7	-2%
Cc1c(C(=O)Nc2ccccc2N2CCN(C)CC2)oc2ccc(F)cc12	?	32µM*	-31%	19%	10%	-13%	?	2	-2%
CCOc1ccc(CCNC(=O)c2cccc(S(=O)(=O)N3CCOCC3)c2)cc1OCC	-1%	12%	14%	13%	-7%	-2%	13%	1	7%
CN(CC(=O)Nc1ccc(F)cc1)C(=O)c1ccccc1OCc1ccc(F)cc1	4%	7%	-10%	-11%	8%	-13%	32%	-1	-11%
CCOC(=O)C1=C(COc2ccc(C)cc2)NC(=O)NC1c1cc(C)ccc1C (centres undefined)	-3%	?	-2%	3%	-5%	-20%	38%	1	6%
Cn1c(CO)c(-c2ccccc2)c2cc([N+](=O)[O-])ccc21	-15%	-9%[59 µM]	-5%	12%	-3%	0%	20%	0	-2%
O=C(c1ccccc1)C(Nc1cccc([N+](=O)[O-])c1)c1ccccc1 (centres undefined)	-14%	/	/	-14%	7%	-18%	5%	-6	10%
Cc1ccc(NC(=O)c2c(NC(=O)c3ccco3)sc3c2CCC(C(C)(C)C)C3)c(C)c1 (centres undefined)	-10%	-7%[59 µM]	7%	1%	6%	-8%	21%	-1	-4%
COC(=O)c1ccc(CSc2nc3c(cnn3-c3ccc(F)cc3)c(=O)[nH]2)o1	-9%	-23%[59 µM]	-4%	8%	84%[activator]	2%	14%	0	-2%
CCOC(=O)C(=O)NC(C)CCc1ccccc1 (centres undefined)	-19%[57.1 µM]	2%[59 µM]	4%	4%	7%	-16%	47%[activator]	-5	0%
Cc1cccc(NC(=O)CNC(=O)COC(=O)c2ccc(C(C)(C)C)cc2)c1C	-5%	32%[12.7 µM]	-4%	-2%	0%	-27%	11%	-5	i
CCc1ccccc1NC(=O)N1CCc2ccccc2C1	-10%	58%[activator]	-1%	8%	10%	-18%	34%	-1	5%
O=C(Nc1cccc(Cl)c1)Nc1cc(S(=O)(=O)N2CCCCC2)ccc1Cl	-29%	-12%	5%	10%	12%	2%	21%	-6	i
O=C1C2C(c3ccccc3)C=CC(c3ccccc3)C2C(=O)N1c1ccncc1 (centres undefined)	?	30%[59 µM]	-31%	4%	2%	-11%	3%	-2	-3%
O=C(Nc1nc(-c2ccc(Cl)s2)cs1)c1cccs1	-28%	50µM*	-5%	19%	74%[activator]	?	-7%	1	/
Cc1ccccc1N=C(NOCc1ccccc1)c1nonc1N	32%	40%[59 µM]	28%	1%	-7%	-18%	79%[activator]	1	-2%
CC1(C)CC(NCCN2CCN(C3=CC(=C(C#N)C#N)CC(C)(C)C3)CC2)=CC(=C(C#N)C#N)C1	-14%	-46%	-2%	8%	9%	-5%	37%	0	-7%
Cn1cc(S(=O)(=O)c2ccccc2)c(=O)c2cc(F)c(N3CCCC3)cc21	-25%	-1%[59 µM]	3%	-6%	-2%	-3%	6%	0	-1%
Cc1ccccc1NC(=O)Cc1nnc(SCC(=O)N2CCN(c3ccccc3)CC2)n1C	-14%	-4%[59 µM]	9%	8%	-5%	-6%	16%	5	4%
